VIM-2 inhibitor – blocks Pseudomonas aeruginosa VIM-2 metallo-beta-lactamase | purified VIM-2, nitrocefin hydrolysis, epi-absorbance fluorescence | inhibition, % at 5.6 µM | actives 0.89% (n = 290,000);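 active = inhibition above the mean of all tested compounds plus 3 SD, cutoff set per screening run, cut at about 7.5% in these data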;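 note: red hydrolysis product quenches plate fluorescence so inhibitors raise well fluorescence; 0% = enzyme with DMSO and 100% = DMSO without enzyme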
UBC9 SUMO inh – blocks human SUMOylation mediated by UBC9; P63279; HTRF SUMOylation assay, SAE1/SAE2 + UBC9, in vitro; inhibition, % at 35 µM; actives 0.36% (n = 290,000); in the data active = inhibition above about 50%, passing the limit was not always enough; note: strong numbers were not always called active
Target sequence (P63279 whole entry, looked up): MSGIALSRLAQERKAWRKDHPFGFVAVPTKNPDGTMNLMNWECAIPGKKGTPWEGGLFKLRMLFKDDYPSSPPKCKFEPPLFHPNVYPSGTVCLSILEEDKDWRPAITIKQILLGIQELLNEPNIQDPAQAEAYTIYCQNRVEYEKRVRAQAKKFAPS
IDE act – activators of human insulin-degrading enzyme in cells; P14735; HEK cells, FAbeta-B cleavage, fluorescence polarization; 0% vehicle, 100% cell-free pure enzyme wells; activation, % at 5.96 µM; actives 0.073% (n = 340,000);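 active = activation above the mean of all tested compounds plus 3 SD, set per screening campaign, cut at about 17% in these data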
MEKK3 PB1 HTS – MEKK3-MEK5 PB1 interaction, increase or decrease; Q99759; bead-based flow cytometry, Alexa488-MEK5 binding to MEKK3; actives lie on both sides; 0 = blocked by unlabeled MEK5, 100 = vehicle; binding response (% of control), % at 10 µM; actives 1.4% (n = 290,000); AID 1529;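 active = binding response more than 3 SD above or below the average of its plate-row segment, actives on both sides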;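 note: Alexa488 bead fluorescence after subtracting the streptavidin-only scavenger bead signal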
Target sequence (Q99759 whole entry, looked up): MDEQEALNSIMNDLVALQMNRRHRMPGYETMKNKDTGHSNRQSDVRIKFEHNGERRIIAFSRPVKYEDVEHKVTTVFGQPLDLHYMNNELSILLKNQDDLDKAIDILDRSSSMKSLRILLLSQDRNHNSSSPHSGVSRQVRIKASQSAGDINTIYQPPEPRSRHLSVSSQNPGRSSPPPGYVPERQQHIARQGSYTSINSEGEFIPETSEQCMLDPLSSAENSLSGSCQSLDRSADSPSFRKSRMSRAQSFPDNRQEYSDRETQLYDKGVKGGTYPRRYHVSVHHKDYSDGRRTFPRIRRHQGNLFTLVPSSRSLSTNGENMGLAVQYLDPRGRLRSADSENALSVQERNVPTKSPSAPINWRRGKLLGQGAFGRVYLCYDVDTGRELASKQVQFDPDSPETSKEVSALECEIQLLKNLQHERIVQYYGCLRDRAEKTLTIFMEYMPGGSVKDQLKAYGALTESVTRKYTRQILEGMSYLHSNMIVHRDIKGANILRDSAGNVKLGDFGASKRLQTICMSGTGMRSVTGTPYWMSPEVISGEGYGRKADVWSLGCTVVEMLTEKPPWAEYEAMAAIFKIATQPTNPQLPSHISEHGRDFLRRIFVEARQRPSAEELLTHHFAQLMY
DNA FID counter – counter-screen for HCV NS3 helicase inhibitors: DNA intercalator displacement. DNA fluorescent intercalator displacement, fluorescence. inhibition, % at 7.9 µM. actives 0.17% (n = 290,000). AID 1845; in the data active = inhibition above about 37%;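 note: 0% = vehicle and 100% = reference compound; higher means more ethidium bromide displaced from hairpin DNA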
HCV NS3 hel inh – inhibitors of Hepatitis C virus NS3 helicase | actives 0.56% (n = 290,000) | NS3 helicase DNA unwinding, Cy5 molecular beacon fluorescence | AID 1800 | inhibition, % at 10.9 µM;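 active = inhibition above the mean of all tested compounds plus 3 SD, set per campaign, cut at about 35% in these data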;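 note: 0% = DMSO wells and 100% = thioflavine S control wells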
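Compound dosing – single dose, 10.9 µM nominal final, DMSO 0.8% final · System – NS3 helicase fragment of HCV · Buffer or medium – MOPS pH 6.5, MgCl2, DTT, Tween20, BSA · Signal – Cy5 beacon fluorescence read at start and 1 h · Also added – annealed dual-labelled DNA beacon duplex, ATP-started · Schedule – 1 h at 25 °C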
PHOSPHO1 inh – blocks human PHOSPHO1 phosphatase activity. inhibition, % at 13.3 µM. Q8TCT1. recombinant PHOSPHO1, absorbance phosphatase assay. actives 1.1% (n = 290,000). AID 1565; in the data active = inhibition above about 60%
Target sequence (Q8TCT1 whole entry, looked up): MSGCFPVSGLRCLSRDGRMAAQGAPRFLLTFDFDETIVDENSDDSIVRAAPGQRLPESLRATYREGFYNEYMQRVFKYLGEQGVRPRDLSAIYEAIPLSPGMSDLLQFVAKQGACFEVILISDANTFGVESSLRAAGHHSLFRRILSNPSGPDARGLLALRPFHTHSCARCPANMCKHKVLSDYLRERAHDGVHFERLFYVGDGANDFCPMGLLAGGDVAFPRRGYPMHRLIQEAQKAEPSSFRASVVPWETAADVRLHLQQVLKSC
pCIP destab – p/CIP protein destabilization; Q05BA5; F442A p/CIP-EGFP cells, EGFP fluorescence, 16 h; decrease of EGFP signal, % at 10 µM; actives 0.01% (n = 290,000); AID 1984;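 active = EGFP signal decrease of at least 30% at 10 µM or well 3 SD below plate mean, unless failing retest; inactive = the rest, including hits failing retest or dose response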; note: some compounds called inactive have numbers as strong as hits; many of its hits are not listed in these tables
IMP-1 inh – blocks Pseudomonas aeruginosa IMP-1 metallo-beta-lactamase | purified IMP-1, nitrocefin hydrolysis, epi-absorbance fluorescence | inhibition, % at 5.6 µM | actives 0.45% (n = 290,000) | AID 1556;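 active = inhibition above the mean plus 3 SD of all compounds in the same screening run, cut at about 4.5% in these data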;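 note: 0% = IMP-1 with DMSO and 100% = DMSO wells lacking enzyme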
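Assay system: purified recombinant IMP-1 beta-lactamase. Input: IMP-1 0.2 nM before substrate addition. Buffer or medium: Zinc- and detergent-supplemented HEPES buffer, pH 7.1. Schedule: 25 °C, 15 min preincubation, 25 min reaction. Signal: Epi-absorbance fluorescence, 480 nm excitation, 530 nm emission. Evaluation: percent inhibition from optical density relative to buffer-blank wells.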
Active calls of the source: *; nt = not tested or not shown; [ ] = another dose, or the depositor's remark. The list is partial; count on the stated rates, not on these rows.

Under each structure: VIM-2 inhibitor	UBC9 SUMO inh	IDE act	MEKK3 PB1 HTS	DNA FID counter	HCV NS3 hel inh	PHOSPHO1 inh	pCIP destab	IMP-1 inh
COc1ccccc1NC(=S)N(CCN1CCOCC1)Cc1ccccc1F
    -2.3	21	-3	101	-7	9	32	-8	-3.1
CC1CCN(C(=O)CNS(=O)(=O)c2ccc(Br)s2)CC1
    -1.9	-7	2	103	-7	-1	10	-7	-2.9
Cc1cc(C(F)F)n2nc(C(=O)Nc3c(F)cc(F)cc3Br)nc2n1
    -3.4	-4	6	102	-2	9	-25	-4	-2.7
COCCSc1ccccc1C(=O)N1CCC(Cc2ccccc2)CC1
    -1.5	14	-8	104	-37	2	43	-6	-2.1
O=C(N/N=C/c1ccc[nH]1)c1cccc(Br)c1
    -3.3	12	3	94	0	7	0	-14	-2.9
Cc1ccc(N(C)S(=O)(=O)c2ccc3c(c2)CC(C)N3C(=O)C2CC2)cc1 (stereo not given)
    0.4	nt	2	104	-46	-9	24	-1	-1.4
COC(=O)c1ccc(N=C2SCC(=O)N2C)cc1
    -1.3	4	4	110	-2	-2	39	-13	-2.1
CC(C)(C)NC(=O)CSc1nc(N)c(NC(=O)c2ccccc2F)c(=O)[nH]1
    -1.2	-7	3	98	-4	-1	-10	9	-2.1
O=C(NCc1ccccc1Cl)C1CCC(=O)N1Cc1ccc(F)cc1 (stereo not given)
    1.0	-4	2	104	-10	-4	42	-5	-2.1
CC(=O)N1CC(=O)N=C1SCC(=O)Nc1nc(C)c(-c2ccccc2)s1
    2.4	-15	-2	104	-5	20	2	0	-2.7
COc1ccc2[nH]c(=O)c(CN(C(=O)c3cccnc3)c3ccccc3)cc2c1
    -5.3	18	-11	107	-23	-5	8	-10	-3.1
COc1ccc(C(=O)Nc2ccc(S(=O)(=O)Nc3nccnc3OC)cc2)cc1
    -2.2	-8	1	109	-2	0	0	-15	-3.8
COc1cccc(OCC(=O)NNC(=O)C(=O)Nc2cccc(C)c2)c1
    -2.4	6	4	98	-15	7	37	-24	-4.7
COc1cc(CN2CCN(Cc3ccc4cc(F)ccc4n3)CC2CCO)cc(OC)c1 (stereo not given)
    -2.1	8	1	108	-4	-7	26	-8	-3.2
CCOC(=O)c1cnc(-n2nc(C)cc2C)[nH]c1=O
    -3.1	-8	7	86	-20	-4	-12	-3	-3.5

Three of these compounds, set out differently:
| Molecule | VIM-2 inhibitor | UBC9 SUMO inh | IDE act | MEKK3 PB1 HTS | DNA FID counter | HCV NS3 hel inh | PHOSPHO1 inh | pCIP destab | IMP-1 inh |
| --- | --- | --- | --- | --- | --- | --- | --- | --- | --- |
| COC(=O)c1ccc(N=C2SCC(=O)N2C)cc1 | -1.3 | 4 | 4 | 110 | -2 | -2 | 39 | -13 | -2.1 |
| CC(C)(C)NC(=O)CSc1nc(N)c(NC(=O)c2ccccc2F)c(=O)[nH]1 | -1.2 | -7 | 3 | 98 | -4 | -1 | -10 | 9 | -2.1 |
| O=C(NCc1ccccc1Cl)C1CCC(=O)N1Cc1ccc(F)cc1 (stereo not given) | 1.0 | -4 | 2 | 104 | -10 | -4 | 42 | -5 | -2.1 |

(more compounds)
Under each structure: VIM-2 inhibitor	UBC9 SUMO inh	IDE act	MEKK3 PB1 HTS	DNA FID counter	HCV NS3 hel inh	PHOSPHO1 inh	pCIP destab	IMP-1 inh
Cc1cccc(NC(=O)COC(=O)Cc2cccc(C(F)(F)F)c2)c1C
    -1.8	6	2	145*	-21	4	11	2	-1.8
O=C(NCc1ccco1)c1cccnc1Cl
    -2.3	4	3	92	-1	-3	-15	-11	-2.2
Oc1c(Br)cc(Br)cc1C=Nc1ccc2c(c1)OCO2
    -4.4	35	1	107	0	14	12	-23	1.8
CCc1sc(NC(=O)CN2CCC(C(N)=O)CC2)nc1-c1ccccc1
    -3.8	4	4	101	0	-17	34	5	-2.2
CCCc1cc(C(=O)Nc2ccc(C(=O)c3ccccc3)cc2)n(C)n1
    -4.8	-15	-11	101	-37	-18	9	-18	-4.5
O=C(c1ccc(NS(=O)(=O)c2cccc3cccnc23)cc1)N1CCCCC1
    -3.3	8	7	98	-27	0	29	-7	-3.2
CC1C/C(=N/N2C(=O)CSC2=S)CC(C)(C)C1 (stereo not given)
    -8.4	-18	-3	100	1	13	-48	3	-2.7
Cc1ccc(/C=C2/SC(=S)N(CCCC(=O)Nc3cc([N+](=O)[O-])ccc3O)C2=O)cc1
    -1.9	13	5	106	-2	-7	43	-5	-2.4
Nc1nc(SCC(=O)NC2CCCCC2)n[nH]1
    1.2	-4	4	103	3	2	41	4	-1.8
Cc1ccc(S(=O)(=O)NC(=NC(C)C)c2ccccc2)cc1
    0.0	0	6	93	-4	2	-10	4	0.6
O=C(Cc1cccc2ccccc12)Nc1ccccc1Br
    -0.5	-12	0	101	-13	-1	20	10	-4.1
CCOC(=O)Cn1cnc2c(sc3nc(C)cc(C)c32)c1=O
    0.3	7	0	101	-5	10	41	-7	-1.4
COc1cc(CNC2CCCCCCC2)ccc1OCC(N)=O
    -0.9	23	-3	100	-5	-11	29	-12	-1.1
COC(=O)Nc1nn(-c2ccc(Cl)cc2)c(=O)c(C#N)c1C
    -4.4	17	6	107	-2	6	34	1	-1.7
COCCn1c(=NC(=O)CCS(=O)(=O)c2ccccc2)sc2cc(F)ccc21
    0.4	8	6	98	-21	-14	18	-10	-1.4
Cc1ccc(NS(=O)(=O)c2cc([N+](=O)[O-])ccc2N/N=C/c2sc(N3CCOCC3)nc2-c2ccccc2)c(C)c1
    -2.3	22	0	10*[inhibitor]	2	-2	37	-190	-2.8
CN1C(=O)/C(=C\c2ccccc2OCc2ccccc2)SC1=S
    0.0	-14	1	106	0	-8	26	2	0.2
Cc1ccccc1Nc1nc(N)nc(CSc2nc3ccccc3c(=O)n2C)n1
    -3.5	9	6	94	-4	6	35	-14	-1.6
CCc1ccccc1NC(=O)Nc1cccc(F)c1
    1.1	-7	2	94	1	-2	-14	7	-1.2
COc1ccc(S(=O)(=O)O/N=C2\CCCc3ccccc32)cc1
    -2.1	6	-1	nt	2	-3	19	6	-0.5
Cc1cccc2cc(C#N)c(NCCCn3ccnc3)nc12
    0.8	17	0	94	12	-5	53	6	-0.5
NNC(=O)CNC(c1ccccc1)c1cc(Br)ccc1N (stereo not given)
    -4.3	5	4	100	-3	-4	15	-4	-3.9
O=C(CSc1ncccc1C(=O)O)c1ccc2ccccc2c1
    5.6	-10	-3	111	-28	22	42	-4	0.6
CN(C)c1ccc(/C=C/C(=O)c2cccnc2)cc1
    4.2	4	-108	94	-19	-1	60*	2	7.8*
CN(Cc1ccccc1)c1nc(N)c([N+](=O)[O-])c(NCc2ccccc2)n1
    -1.3	-4	1	105	-3	2	-19	-8	-0.9
COc1ccc(-c2csc(NC(=O)c3cccs3)c2C(=O)O)cc1OC
    2.8	4	8	106	-16	15	28	0	-1.3
COc1ccc(C)cc1N(C(=O)COc1cccc(F)c1)c1nc2ccccc2s1
    -2.2	10	6	143*	-3	-7	-4	-8	-3.1
Cc1ccc(NS(=O)(=O)c2ccc3c(c2)NC(=O)C(C)C(=O)N3)c(Br)c1 (stereo not given)
    -3.6	11	-3	102	-14	15	23	-4	-2.7
CC(C)N1CSC(=S)N(Cc2ccccc2)C1
    -1.0	15	6	98	-1	0	42	-18	-0.9
CCn1c(-c2cccnc2)n[nH]c1=S
    -3.8	5	4	109	-1	1	13	-14	-1.9
CCC(=O)NCCNc1nc2cc(C)c(C)cc2cc1C#N
    -3.0	13	-2	95	-5	2	9	2	-0.5
CCC1CCC(c2nnc(-c3ccc([N+](=O)[O-])cc3)o2)CC1 (stereo not given)
    0.1	-6	7	121	-4	2	2	-3	-2.2
O=C1c2ccccc2C(O)(c2ccccc2)N1CCc1ccccc1 (stereo not given)
    -1.9	10	-1	107	-32	-6	nt	-116	0.9
CCOC(=O)c1cc(-c2ccc(C)cc2)nc2nc(SC)[nH]c(=O)c12
    -0.3	12	5	95	-2	4	-3	7	-1.4
COc1ccc(NC(=O)CN(c2ccccc2F)S(=O)(=O)c2ccc(C)cc2)cc1
    -2.0	-4	5	101	-27	-21	nt	-6	-1.0
O=C(O)COCC(=O)N1CCN(C(c2ccccc2)c2ccccc2)CC1
    -0.4	13	-3	107	5	-4	13	-4	0.5
CCN1CCN(C(=O)/C=C/c2ccc([N+](=O)[O-])cc2)CC1
    0.0	13	3	107	-2	0	-7	-1	-2.8
CCOCCCNc1ncnc2c1[nH]c1ccccc12
    -2.9	-3	-7	103	0	-1	31	-5	-1.7
CCOC(=O)C1(Cc2cccc(OC)c2)CCN(C(C)CC(C)(C)O)CC1 (stereo not given)
    -2.3	26	5	95	0	0	24	-5	-2.5
N/C(=N\c1nc2c(c(=O)[nH]1)CCC2)Nc1cccc(Cl)c1
    -1.9	0	4	102	-2	2	-12	-15	-2.0
COc1ccc(C)cc1NC(=O)c1nnn(Cc2cccc(C(F)(F)F)c2)c1N
    -1.7	-13	5	71	-14	-19	-3	-9	-1.1
Cc1ccc(OCCCn2ccnc2)c(Br)c1
    -1.3	9	5	101	3	-2	19	0	-2.0
CSc1nc(SCC(N)=O)c2c3c(sc2n1)CN(C)CC3
    5.8	16	4	103	9	0	9	-1	0.6
CC(=O)c1ccc(OCc2cc(C(=O)NC3CCCCC3)no2)cc1
    -0.5	-15	6	103	-26	-6	48	30	-1.7
CC1=C(C(=O)Nc2ccccn2)C(c2ccc(Cl)cc2Cl)NC(=S)N1 (stereo not given)
    -3.8	-1	-4	105	-13	-1	-11	-1	-4.1
CCOC(=O)c1ccc(NC(=O)CC2OCCN(CC)C2=O)cc1 (stereo not given)
    -1.0	-20	-1	102	-22	32	-18	-12	-0.1
O=C(NCc1ccncc1)c1cncc(Br)c1
    -0.9	-6	-1	99	-3	-3	15	-5	-1.1
O=C1CSC(c2cccnc2)N1c1ccc(F)cc1 (stereo not given)
    -1.7	9	3	100	3	2	-9	-11	0.7
Cc1ccccc1C(=O)c1cccn1CC(=O)NCCCc1ccccc1
    0.4	2	0	101	-56	2	34	-1	-0.3
O=C(c1ccc(Cl)cc1)c1ccc(CN2C(=O)c3ccccc3C2=O)o1
    1.3	1	0	2.0*[inhibitor]	5	1	6	-4	0.3
CCC1CCCCN1CCCNC(=O)Cn1nc(C)n2nc(-c3ccccc3)cc2c1=O (stereo not given)
    0.2	-9	-2	102	8	5	24	4	-1.8
CC1CN(C(=O)Nc2ccc3snnc3c2)c2ccccc21 (stereo not given)
    1.9	-3	1	110	4	-16	-10	-8	-1.8
O=C(CCNC(=O)c1ccccc1)NCC1CCCCC1
    -6.2	-19	3	99	-8	9	-4	-8	-4.4
COc1ccc(Cl)cc1Nc1nc(C)nc2c1oc1ccccc12
    0.9	20	4	103	-4	-4	nt	12	-1.0

Screening data from PubChem BioAssay.
